Screening data as filed in PubChem BioAssay.
VEEV TC-83 Vero: inhibitors of VEEV TC-83 cytopathic effect, confirmation, Vero cells (AID 588727). actives 0.13% (n = 350,000). one-dose inhibition, % at 20 µM; IC50 in µM for titrated hits. Vero cells, VEEV TC-83 cytopathic effect inhibition; higher % means a stronger effect; in the data active = a potency from the dose series; inconclusive = inhibition mostly from about 14% at the one dose, without a potency; inactive = the rest, 99 in 100 with inhibition below about 12%; also: strong numbers were not always called active
tuberculosis growth: growth inhibition of non-replicating M. tuberculosis (AID 488890). Mycobacterium tuberculosis non-replicating, growth inhibition; higher % means a stronger effect. inhibition, % at 25 µM, or IC50 in µM where a hit was titrated. actives 0.39% (n = 320,000); in the data active = a potency from the dose series; inconclusive = inhibition mostly from about 82% at the one dose, without a potency; inactive = the rest, 99 in 100 with inhibition below about 76%;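 also: plate controls were DMSO cells for no effect and high antibiotic wells for full effect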
H1N1 NS1A inhibition: H1N1 influenza NS1A inhibitors, functional cell based assay (AID 504329); NS1A functional cell-based assay, percent inhibition; higher % means a stronger effect; one-dose inhibition, % at 12.5 µM; IC50 in µM for titrated hits; actives 0.3% (n = 340,000); in the data active = a potency from the dose series; inconclusive = inhibition above about 27% without an active follow-up result; also: strong numbers were not always called active
M. tuberculosis HTS: M. tuberculosis growth inhibition, HTS (AID 449762) | M. tuberculosis H37Rv growth inhibition, 7H9 media; higher % means a stronger effect | one-dose inhibition, % at 25 µM; IC50 in µM for titrated hits | actives 0.59% (n = 330,000); in the data active = a potency from the dose series; inconclusive = inhibition above about 70% without an active follow-up result;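 also: bacterial growth assessed after seven days of incubation; strong numbers were not always called active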
Salmonella PhoP GFP: Inhibition of PhoP regulon, Salmonella typhi GFP reporter cells, confirmation, 4 h (AID 1850). Salmonella Typhi PhoP-promoter GFP reporter, fluorescence, 4 h; higher % means a stronger effect. one-dose inhibition, % at 50 µM; IC50 in µM for titrated hits. actives 0.33% (n = 310,000); in the data active = a potency from the dose series; inconclusive = inhibition mostly from about 25% at the one dose, without a potency; inactive = the rest, 99 in 100 with inhibition below about 19%;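 also: 0% = induced wells with vehicle and 100% = uninduced wells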
VEEV TC-83 Vero 10K pilot screen: also measured in VEEV TC-83 Vero; calls as there; inhibition, %; measured here: 10K pilot screen inhibition
Active calls of the source: *; i = inactive; ? = inconclusive; / = not tested or not shown. Hits appear at their usual frequency (roughly 1.5% active in at least one column).

SMILES	VEEV TC-83 Vero	tuberculosis growth	H1N1 NS1A inhibition	M. tuberculosis HTS	Salmonella PhoP GFP	others
O=C(/C=C/c1cccc(F)c1)Nc1ccc(S(=O)(=O)N2CCOCC2)cc1	0.5%	0%	9%	2%	/
CCN(C(=O)COc1cc(=O)n(C)c2ccccc12)c1cccc(Cl)c1	1.9%	15%	9%	2%	-1%
CC(=O)N1CCOc2cc(S(=O)(=O)N3CCN(c4ccccc4)CC3)c(Cl)cc21	1.1%	12%	-3%	2%	-7%	VEEV TC-83 Vero 10K pilot screen=0.0
COCCCNC(=O)c1c[nH]c2ccc(S(=O)(=O)N(C)c3ccccc3C)cc2c1=O	4.5%	-24%	-10%	-6%	10%
COc1ccc(C(CNC(=O)c2ccccc2SC)N(C)C)cc1 (stereo not given)	0.3%	-4%	0%	0%	10%
COc1ccc(C(=O)Oc2ccc(-c3nnco3)cc2)cc1S(=O)(=O)N1CCOCC1	1.0%	-5%	-2%	-4%	6%
Cc1cc(=O)oc(C)c1C(=O)N1CCCc2ccccc21	0.8%	/	20%	-3%	-11%
CCOc1ccc(/C=C/C(=O)NCCc2ccc(OC)c(OC)c2)cc1	1.8%	40%	1%	5%	3%
Cc1cc(Cl)ccc1NC(=S)NCC(C)C	0.5%	?	-6%	-9%	-2%
COCCCNC(=O)CC(NS(=O)(=O)c1ccc(C)cc1)c1ccco1 (stereo not given)	0.4%	2%	-6%	-5%	-2%
CCOC(=O)C1=C(COC(=O)COc2cc(C)ccc2C)NC(=O)NC1C (stereo not given)	1.6%	-4%	-8%	-5%	4%
CC1CCC(NC(=O)c2cc3c(=O)n(C)c4ccccc4c3n2C)CC1 (stereo not given)	8.1%	12%	9%	9%	3%
Cc1ccnc(NS(=O)(=O)c2ccc(NC(=O)c3ccc(N4C(=O)CCC4=O)cc3)cc2)n1	i	-2%	-13%	5%	-13%
CC(NC(=O)CSc1ccccc1)c1ccccc1 (stereo not given)	0.2%	10%	-8%	4%	8%
COc1cccc(C(C(=O)NC(C)(C)C)N(CCc2ccccc2)C(=O)CCC(=O)Nc2cc(C)on2)c1OC (stereo not given)	0.9%	20%	4%	-6%	5%

Reprinted from the part before: three compounds; new compounds follow.
SMILES	VEEV TC-83 Vero	tuberculosis growth	H1N1 NS1A inhibition	M. tuberculosis HTS	Salmonella PhoP GFP	others
Cc1ccnc(NS(=O)(=O)c2ccc(NC(=O)c3ccc(N4C(=O)CCC4=O)cc3)cc2)n1	i	-2%	-13%	5%	-13%
CC(NC(=O)CSc1ccccc1)c1ccccc1 (stereo not given)	0.2%	10%	-8%	4%	8%
COc1cccc(C(C(=O)NC(C)(C)C)N(CCc2ccccc2)C(=O)CCC(=O)Nc2cc(C)on2)c1OC (stereo not given)	0.9%	20%	4%	-6%	5%
O=C(/C=C\Nc1ccc(Cl)cn1)c1ccc(Br)cc1	2.3%	20%	-7%	-3%	-8%
Cc1cc(OCc2cc(C(=O)N(C)CCOc3ccccc3)no2)cc(C)c1Cl	6.0%	70%	-7%	17%	-6%
NC(=O)C1(S(=O)(=O)c2ccccc2)CCCCC1	0.2%	30%	-15%	-2%	7%
CCN(C(=O)Cn1cnc2ccccc2c1=O)C1CCS(=O)(=O)C1 (stereo not given)	1.2%	-26%	3%	-10%	-6%
Cc1ccc(SCC(=O)OCC(=O)NCCNC(=O)COC(=O)CSc2ccc(C)c(C)c2)cc1C	0.7%	10%	6%	1%	-9%
Cc1cc(C)cc(NC(=S)NCc2ccc(F)cc2)c1	1.0%	79%	7%	4%	-11%
CCc1ccc(N2CC(C(=O)NC3CCCCC3C)CC2=O)cc1 (stereo not given)	0.9%	-6%	-1%	-3%	2%
COc1ccc2nc(NC(=O)C3CCN(C(=O)c4ccc(F)cc4)CC3)sc2c1	5.8%	70%	-10%	?	-1%
COc1cc(NC(=S)N(C)C)c(OC)cc1Cl	50%	-1%	/	7%	-4%
CC(C)CSc1nc(N2CCOCC2)c2c(c1C#N)CC(C)(C)SC2	6.7%	0%	-10%	3%	0%
CC(=O)N/C(=C/c1cccnc1)C(=O)Nc1ccc(Cl)cc1	i	9%	11%	-4%	10%
CCCCc1nnc(NC(=O)c2oc3ccc(OC)cc3c2C)s1	2.1%	-7%	-3%	-12%	-7%
O=C(CCC(=O)N1CCN(c2ccccn2)CC1)Nc1nnc(C2CCCCC2)s1	0.1%	-8%	-6%	7%	-15%
N#Cc1c(N)oc(-c2ccco2)c1-c1ccco1	0.8%	4%	5%	-3%	-22%
COc1ccccc1OCc1ccc(C(=O)NCc2cccnc2)o1	0.2%	-4%	17%	-4%	-4%
CC1(C)CC(=O)c2c(oc3ccc(NS(=O)(=O)c4cccc5cccnc45)cc23)C1	0.2%	-2%	3%	9%	1%
COc1ccc(Nc2nnc(C)c3ccccc23)cc1C(N)=O	1.3%	-8%	14%	0%	3%
COc1ccc(CN2CCN(Cc3ccccc3F)CC2)cc1OC	2.9%	-2%	-6%	2%	4%
CCN(CC)C(=O)c1[nH]cnc1C(=O)Nc1ccon1	0.8%	/	0%	1%	/
Brc1cccc(-c2nc3cccnc3nc2-c2cccc(Br)c2)c1	i	37%	-2%	11%	-5%
COC(=O)C1=C(CCc2ccccc2)NC(=O)NC1c1ccc([N+](=O)[O-])cc1 (stereo not given)	0.7%	23%	-8%	-1%	-5%
COc1ccc(Cl)cc1NC(=O)CN(C)C(=O)c1n[nH]c2ccccc12	9.4%	-6%	-7%	-9%	9%
CCN(c1ccccc1)S(=O)(=O)c1ccc(OC)c(N=N/C(C(=O)Nc2ccccc2)=C(/C)O)c1	6.1%	-2%	8%	11%	-22%
C/C(=N\NC(=O)c1ccc(Cl)c(Cl)c1)c1ccccn1	9.0%	?	3µM*	?	4%
O=C(Nc1ccc(S(=O)(=O)N2CCOCC2)cc1)C1COc2ccccc2O1 (stereo not given)	0.8%	21%	1%	10%	-5%	VEEV TC-83 Vero 10K pilot screen=0.3
O=C(Cn1cnc([N+](=O)[O-])n1)c1ccc(O)c(O)c1	i	-8%	-5%	1%	-4%
Cc1ccc(OCCCCN2CCCCC2)c(C)c1	i	13%	1%	0%	-3%
CCCN(C(=O)c1cc(CC)c(C)s1)c1c(N)n(Cc2ccccc2)c(=O)[nH]c1=O	i	7%	-10%	5%	2%
Cc1ccc(S(=O)(=O)N2C[C@@H]3[C@H]4CC[C@H](C4)[C@@H]3[C@@H](C)[C@@H]2C2CCCCC2=O)cc1 (stereo not given in full)	i	/	-1%	/	/
CC(C)(C)c1nc(SCC(=O)Nc2ccc3c(c2)OCCO3)c2ccccc2n1	i	-4%	-2%	9%	-6%

4 records picked at random from the list so far, as already listed:
SMILES	VEEV TC-83 Vero	tuberculosis growth	H1N1 NS1A inhibition	M. tuberculosis HTS	Salmonella PhoP GFP	others
COC(=O)C1=C(CCc2ccccc2)NC(=O)NC1c1ccc([N+](=O)[O-])cc1 (stereo not given)	0.7%	23%	-8%	-1%	-5%
Brc1cccc(-c2nc3cccnc3nc2-c2cccc(Br)c2)c1	i	37%	-2%	11%	-5%
C/C(=N\NC(=O)c1ccc(Cl)c(Cl)c1)c1ccccn1	9.0%	?	3µM*	?	4%
CC(C)(C)c1nc(SCC(=O)Nc2ccc3c(c2)OCCO3)c2ccccc2n1	i	-4%	-2%	9%	-6%

New compounds follow.
SMILES	VEEV TC-83 Vero	tuberculosis growth	H1N1 NS1A inhibition	M. tuberculosis HTS	Salmonella PhoP GFP	others
CS(=O)(=O)N(CC(=O)Nc1ccc(S(=O)(=O)N2CCCC2)cc1)c1ccccc1	1.5%	5%	-4%	-11%	-1%
CCOC(=O)COc1ccc(C(=O)Nc2cccc(Cl)c2C)cc1	12%	0.23µM*	-4%	?	-12%
NC(=O)c1ccccc1NC(=O)c1ccccc1Cl	i	0%	-3%	1%	11%
Cc1ccc2nc(-c3cccnc3)cc(C(=O)Nc3ccc(F)cc3C)c2c1	6.4%	5%	-4%	2%	5%
Cc1cc(N)ccc1N1CCCC1	i	55%	-9%	-5%	-4%
CCCNC(=O)NC(=O)CSc1nnc(-c2ccncc2)n1CC	0.4%	-5%	-8%	-7%	-3%
O=C(Cc1ccc(Cl)cc1)Nc1cccc(C(=O)Nc2ccccc2C(=O)O)c1	0.9%	39%	-4%	-3%	9%
Cc1cc2[nH]ncc2cc1NC(N)=S	0.6%	0%	-2%	22%	-7%
CN(C)S(=O)(=O)c1cccc(C(=O)NCC(=O)NC2CCN(Cc3ccccc3)CC2)c1	0.6%	-12%	-3%	-3%	4%
COC(=O)C(NC(=O)c1ccccc1C(=O)O)c1ccc2ccccc2c1 (stereo not given)	1.1%	14%	19%	-9%	-2%
O=C(NCc1ccccn1)C(=O)N/N=C/c1ccc2c(c1)OCO2	0.1%	-1%	-5%	3%	-1%
COc1ccc2[nH]c(C(=O)O)c(NS(=O)(=O)c3ccc(F)cc3)c2c1	3.4%	-8%	2%	0%	13%
Cc1cc(C(=O)COC(=O)c2n[nH]c(=O)c3ccccc23)c(C)n1C	2.0%	4%	-6%	-2%	/
CCOc1ccc(CN(C)C(C)C(=O)NCc2ccccc2)cc1 (stereo not given)	i	28%	-24%	-12%	-16%
O=C(C(=O)N1CCCC1)c1c[nH]c2ccccc12	1.3%	0%	-21%	2%	7%
COc1cccc(NCc2cc(=O)oc3cc(-c4ccccc4)c(O)cc23)c1	9.1%	1%	1%	7%	-11%
O=C(NCCSc1ccccc1)c1ccc(Br)cc1	2.4%	i	-2%	0%	2%
Cc1[nH]c2ccccc2c1C(=O)C(=O)NCCc1c[nH]c2ccccc12	10%	9%	3%	-3%	13%
O=C(C/C=N\OCc1ccc([N+](=O)[O-])cc1)Nc1ccc(F)cc1F	i	9.1µM*	1%	20µM*	7%
COC(=O)c1[nH]c2cccc(OC)c2c1NC(=O)CCN1CCSCC1	2.1%	1%	1%	2%	-5%
O=S(=O)(c1ccc2oc3ccccc3c2c1)N1CCOCC1	i	6%	-2%	-5%	-4%
COc1cc(OC)nc(Oc2cc(/C=N/O)ccc2OC)n1	i	-22%	-3%	6%	-10%
O=C(NCCc1ccccc1)c1nccc2ccccc12	0.5%	18%	1%	0%	3%	VEEV TC-83 Vero 10K pilot screen=0.3
Nc1ccc2c(C(F)(F)F)cc(C(F)(F)F)nc2n1	1.3%	-6%	2%	-4%	4%	VEEV TC-83 Vero 10K pilot screen=1.8
O=C(c1ccccc1)c1ccc(N2CCOCC2)c(NC(=O)c2ccco2)c1	5.0%	33%	7%	22%	0%
CCNc1nc(SC(C)C(=O)Nc2ccccc2)nc(N2CCOCC2)n1 (stereo not given)	1.8%	-3%	15%	-8%	3%
Cc1ccc(/C=N/NC(=O)COc2ccccc2-c2ccccc2)cc1	?	30%	4%	-2%	-8%
O=C(NCCCCCNC(=O)c1ccccn1)c1ccccn1	1.1%	0%	-1%	-1%	-3%
Cc1ccc(Cn2nc(C)c(C(=O)N3CCN(S(=O)(=O)/C=C/c4ccccc4)CC3)c2C)cc1	1.3%	31%	-9%	-1%	/
COc1cc(OC)cc(C(=O)NC(=S)Nc2ccc3oc(=O)ccc3c2)c1	0.5%	-6%	5%	13%	3%
COc1cccc(NC(=O)c2oc3ccccc3c2NC(C)=O)c1	5.5%	-1%	14%	-1%	5%
O=C(NCc1ccccc1C(F)(F)F)C1CC(c2ccccc2[N+](=O)[O-])=NO1 (stereo not given)	1.5%	11%	-4%	2%	-12%
c1ccc(SCc2nc3ccccc3s2)nc1	0.2%	56%	1%	5%	-3%
Cc1nn(CC(=O)Nc2nc3ccccc3s2)c(C)c1[N+](=O)[O-]	1.5%	-6%	3%	-16%	-2%
S=c1[nH]nc(C2CC2c2ccc(Cl)cc2)n1-c1ccc(Cl)cc1 (stereo not given)	4.0%	-27%	5%	-3%	9%
CCn1c(Cc2ccccc2)nnc1SCC(=O)Nc1ccccc1F	0.1%	4%	-9%	-4%	-4%
OC(COCc1ccco1)CN1CCN(c2ccccc2)CC1 (stereo not given)	i	-7%	-6%	-1%	-2%
CN(CC(=O)Nc1ccc(Cl)cc1)CC(=O)Nc1ccc(F)c(F)c1F	0.7%	?	25%	/	0%
COc1ccc2oc(=N)c(C(=O)Nc3cccc(C)c3C)cc2c1	0.1%	74%	-10%	8%	-9%
C/C(=C\COc1ccc2ccc(=O)oc2c1)CC[C@@H](O)C(C)(C)O	1.5%	-6%	-8%	-12%	/
Nc1ncnc2nc(SCCc3ccccc3)[nH]c12	4.4%	7%	4%	0%	-2%
CCC(=O)Nc1ccc(C(=O)NNC(=O)c2ccc(Cl)cc2)cc1	i	/	-7%	/	/
CCOc1cccc(C(=O)NC2=NCCS2)c1	0.1%	35%	-8%	1%	-2%
